Compound activity from PubChem BioAssay.
KLF5 inhibitor: KLF5 expression inhibitors, primary screen, DLD-1 cells, luminescence; DLD-1 KLF5 promoter-luciferase reporter; inhibition, % at 5 µM; 290,000 tested, 0.23% active;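 active means inhibition above a per-plate limit of that plate's mean compound inhibition plus 3 SD, cut at about 60% in these data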;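 further: 0% = DMSO wells and 100% = LY294002 at 200 µM; higher means less KLF5 promoter-driven luciferase light; inactives centre near -14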
AI-2 QS modul: Vibrio harveyi AI-2 quorum sensing modulators, primary screen, JMH597 strain, luminescence/OD600 ratio; Vibrio harveyi JMH597 AI-2 luminescence/OD600 ratio, 9 h; active compounds read low; strain lacks LuxN and CqsS sensors; 0 = neutral-control median; activity change, % at 7.5 µM; 300,000 tested, 0.4% active; in the data active means activity change below about -75%, passing the limit was not always enough; inconclusive means no clear call, values can overlap the other calls;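 further: luminescence divided by OD600 gain over 9 h not by final OD600 alone; inactives centre near 13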
GSK3A inh: blockers of GSK3A enzyme activity – biochemical, luminescence, cell-free homogeneous, HTS, primary screen; Glycogen synthase kinase-3 alpha (Homo sapiens), P49840; GSK-3 alpha kinase, ADP-Glo luminescence, 60 min; inhibition, % at 10 µM; 320,000 tested, 0.1% active; AID 2650, 2010;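 in the data active means inhibition above about 50%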;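 further: GST-tagged GSK-3 alpha with peptide substrate and 25 µM ATP; 0% = DMSO neutral wells and 100% = GW8510 positive control wells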
Target sequence (P49840 whole entry, looked up): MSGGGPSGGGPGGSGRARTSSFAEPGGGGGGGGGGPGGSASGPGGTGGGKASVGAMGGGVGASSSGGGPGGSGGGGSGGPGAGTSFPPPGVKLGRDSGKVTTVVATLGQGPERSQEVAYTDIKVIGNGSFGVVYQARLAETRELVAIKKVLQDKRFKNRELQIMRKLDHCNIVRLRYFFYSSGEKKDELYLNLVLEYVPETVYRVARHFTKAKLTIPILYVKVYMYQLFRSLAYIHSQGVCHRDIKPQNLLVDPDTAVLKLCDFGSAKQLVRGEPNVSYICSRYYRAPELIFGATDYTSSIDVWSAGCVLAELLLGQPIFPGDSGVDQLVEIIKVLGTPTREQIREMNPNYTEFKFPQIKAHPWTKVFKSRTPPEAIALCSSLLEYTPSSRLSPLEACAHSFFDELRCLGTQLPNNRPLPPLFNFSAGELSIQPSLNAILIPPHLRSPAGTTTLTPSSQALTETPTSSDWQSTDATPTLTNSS
aSyn UTR inh: MLPCN primary screen, SNCA 5' untranslated region; inhibition, % (tested at 7.5 µM); alpha-synuclein 5'UTR reporter, inhibitor activity; AID 1813, 2009; 300,000 tested, 0.82% active; in the data active means inhibition above about 60%; inconclusive means no clear call, values can overlap the other calls;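 further: H4 neuroglioblastoma cells stably carrying SNCA 5'UTR luciferase fusion; 0% = DMSO wells and 100% = positive control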
HSP90 inh: HSP90 inhibitors, primary screen, cell lysate, luminescence | Heat shock protein HSP 90 (rabbit reticulocyte lysate; luciferase refolding) | Rabbit reticulocyte lysate, luciferase refolding luminescence, 3 h | inhibition, % at 5.6 µM | 290,000 tested, 0.91% active | AID 1789, 2009;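 active means inhibition above the screen-wide mean plus 3 SD, computed separately per campaign, cut at about 16% in these data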;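 further: 0% = DMSO wells and 100% = 60 µM geldanamycin wells; inhibitors lower the luminescence because luciferase stays unfolded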
GSK3beta inhib: human GSK3beta kinase inhibitors, primary screen, biochemical, cell-free homogeneous, HTS. Glycogen synthase kinase-3 beta (Homo sapiens), P49841. GST-GSK3beta kinase, ADP-Glo luminescence, 60 min; active compounds read low. activity score (negative = inhibition), % at 10 µM. 300,000 tested, 0.038% active. AID 2097, 2009;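 active means more than half of replicate wells score below -50%, meaning over 50% inhibition versus plate controls; inconclusive means some replicates but at most half score below -50%; inactive means no replicate scores below -50%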;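 further: 0% = median DMSO wells and -100% = median GW8510 positive control wells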
Target sequence (P49841 whole entry, looked up): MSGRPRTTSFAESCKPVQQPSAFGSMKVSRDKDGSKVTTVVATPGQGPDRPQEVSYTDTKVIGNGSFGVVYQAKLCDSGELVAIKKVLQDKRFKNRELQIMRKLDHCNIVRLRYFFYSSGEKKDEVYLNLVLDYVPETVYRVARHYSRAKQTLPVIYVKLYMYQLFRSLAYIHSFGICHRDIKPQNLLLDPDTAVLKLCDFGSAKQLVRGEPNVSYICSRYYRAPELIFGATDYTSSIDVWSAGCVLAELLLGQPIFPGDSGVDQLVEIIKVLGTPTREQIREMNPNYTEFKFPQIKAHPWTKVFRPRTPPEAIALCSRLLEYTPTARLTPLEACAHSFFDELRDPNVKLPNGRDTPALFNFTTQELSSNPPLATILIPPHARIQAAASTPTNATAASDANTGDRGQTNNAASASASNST
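Assay system: GST-fused GSK3beta enzyme, cell-free / Medium: Tris pH 7.5 buffer with MgCl2, DTT, BSA, heparin / Also added: peptide substrate plus 25 µM ATP (final) / Compound: 10 µM single point / Timing: kinase reaction with compound 60 min at room temperature / Detection: ADP-Glo luminescence / Benchmarks: DMSO neutral wells and GW8510 at 20 µM as positive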
IEC-6 cytotox: cytotoxicity in IEC-6 intestinal epithelial cells, primary screen, cytotoxicity control for KLF5 inhibitor project, cell-based, luminescence. IEC-6 cytotoxicity, luminescence viability. inhibition, % at 5 µM. 290,000 tested, 0.78% active. AID 1825, 2009; in the data active means inhibition above about 22%;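 further: 0% = plate median of test compound wells and 100% = cytotoxic reference compound wells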
HSF1 inhib: HSF1 inhibitors in luciferase reporter cells, primary screen, cell-based, NIH3T3, luminescence; AID 2098, 2009; NIH3T3-HGL HSE-luciferase, MG132-induced, luminescence 8 h; active compounds read low; 300,000 tested, 0.77% active; activity change, negative = inhibition, % at 7.5 µM (by protocol);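 active means more than half of replicate wells show activity change below -50%, luminescence cut by over half; inconclusive means some wells, but at most half, below -50%; inactive means no replicate well below -50%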;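 further: luciferase reports HSF-1 transcriptional activity via heat shock element; 0% = median of DMSO wells and -100% = zero luminescence signal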
HIF act: HIF pathway transcriptional activators, primary screen, cell-based, U2OS HRE-luciferase, luminescence | activation, % at 7.5 µM (by protocol) | U2OS HRE-luciferase reporter; normalized: DMSO 0%, desferrioxamine 100% | AID 1910, 2009 | 300,000 tested, 0.32% active;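 active means mean activation of at least 10% of the iron chelator positive control signal, with at least half of replicates also reaching 10%; inconclusive means mean and replicate majority disagree about reaching 10%; inactive means mean and most replicates under 10%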
HSF1 activator: HSF-1 activators, primary screen, NIH3T3-HGL cells, MG132 stress, luminescence, single point; 300,000 tested, 1.7% active; activation, % at 9 µM; NIH3T3-HGL HSF-1 luciferase reporter, 8 h; 100% = twice DMSO control signal;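 active means mean replicate activation of at least 50% with a set share of replicates each reaching 50%; inconclusive means only one of those two conditions met; inactive means mean below 50% and too few replicates reaching it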;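 further: 0% = median of the neutral control wells and 100% = twice that signal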
* hit, by the source's call; ? = inconclusive; · = no result given.

A first look (4 entries):
smiles	KLF5 inhibitor	AI-2 QS modul	GSK3A inh	aSyn UTR inh	HSP90 inh	GSK3beta inhib	IEC-6 cytotox	HSF1 inhib	HIF act	HSF1 activator
CC1=C(C(=O)Nc2ccc(Cl)cc2C(=O)N2CCC(C(N)=O)CC2)SCCO1	-10	22	-1	-16	-2	3	0	18	0.0	38
Cc1ccc2c(Cl)c(C(=O)NCC(c3ccco3)N3CCCC3)sc2c1 (stereo unspecified)	-8	20	0	20	-2	·	10	-1	0.2	13
Cc1nsc(Nc2ccc([N+](=O)[O-])cc2)c1C#N	2	9	2	2	3	-3	14	4	0.3	-12
COc1ccccc1N1CCN(Cc2cc(=O)c(OCC(=O)NC3CCCC3)co2)CC1	·	11	0	-1	·	0	·	-6	-0.4	5

The whole of this part, previewed entries included:
smiles	KLF5 inhibitor	AI-2 QS modul	GSK3A inh	aSyn UTR inh	HSP90 inh	GSK3beta inhib	IEC-6 cytotox	HSF1 inhib	HIF act	HSF1 activator
CC1=C(C(=O)Nc2ccc(Cl)cc2C(=O)N2CCC(C(N)=O)CC2)SCCO1	-10	22	-1	-16	-2	3	0	18	0.0	38
Cc1ccc2c(Cl)c(C(=O)NCC(c3ccco3)N3CCCC3)sc2c1 (stereo unspecified)	-8	20	0	20	-2	·	10	-1	0.2	13
Cc1nsc(Nc2ccc([N+](=O)[O-])cc2)c1C#N	2	9	2	2	3	-3	14	4	0.3	-12
COc1ccccc1N1CCN(Cc2cc(=O)c(OCC(=O)NC3CCCC3)co2)CC1	·	11	0	-1	·	0	·	-6	-0.4	5
O=C(c1ccc(S(=O)(=O)Nc2cccc(C(F)(F)F)c2)cc1)N1CCC1	-31	14	-3	-17	-2	2	0	2	0.0	1
O=C(OC1CCOC1=O)c1cccc(S(=O)(=O)Nc2ccc(F)cc2)c1 (stereo unspecified)	5	14	-1	-6	2	2	8	7	0.0	0
O=CNc1ccc(S(=O)(=O)NCc2ccccc2)cc1	-20	7	-2	11	-2	-19	2	-8	0.3	8
CCN1C(=O)CSC1=Nc1ccc(C(=O)O)cc1	-39	-4	-1	-12	0	-1	-1	-2	-0.4	4
Brc1ccc(NC(c2ccccc2)c2ccncc2)cc1 (stereo unspecified)	4	21	-3	-20	-1	1	4	-2	1.8	-7
Cc1onc(-c2c(F)cccc2Cl)c1C(=O)NC(=S)NCc1cccnc1	-14	4	0	13	0	2	-1	-9	-0.5	-18
CCOC(=O)c1ccc(N2C=C(C(=O)OC)C(c3ccc(OC)c(O)c3)C(C(=O)OC)=C2)cc1	-40	20	3	-3	10	3	-3	-8	-14	-11
O=C(O)c1ccccc1C(c1ccc(O)cc1)c1ccc(O)cc1	-14	10	-1	-21	1	0	3	-7	-6.1	9
C=CCNC(C(=O)Nc1cccc(OC)c1)c1ccccc1 (stereo unspecified)	14	28	-9	-13	-8	1	-8	8	1.1	7
C=CCNC(=O)c1ccc(N(Cc2ccc(Cl)cc2)S(C)(=O)=O)cc1	-36	43	-2	-4	1	2	2	-4	0.3	16
O=C(NN1C(=O)C2C3C=CC(C4CC34)C2C1=O)c1cccc(Br)c1 (stereo unspecified)	-1	-5	0	-11	0	-1	-4	2	1.1	2
CC(=O)Nc1cccc2c1C(=O)N(c1cccc(C)c1)C2=O	-17	1	3	-12	0	0	0	-1	-0.5	-7
Cc1ccc(S(=O)(=O)N/N=C\c2cc3c(cc2Br)OCO3)cc1	-9	-6	0	-11	-1	-2	3	13	-0.3	26
CCOC(=O)CCn1nnc(N)n1	-36	22	1	7	-2	1	3	-5	-0.3	-1
O=C(NCc1ccccc1)c1onc(CSc2nc3ccccc3[nH]2)c1C(=O)NCc1ccccc1	25	16	-2	21	3	5	0	-4	0.0	0
COc1ccc(CC(=O)NC(C)c2nnc(SCC(=O)Nc3cc(C)ccc3OC)n2C)cc1 (stereo unspecified)	-20	10	2	-5	-1	-3	-2	2	0.5	-3
COC(=O)CNC(=O)C(NC(=O)OCc1ccccc1)C(C)C (stereo unspecified)	-31	10	-1	-5	1	-6	-2	1	-1.0	2
COC(=O)c1ccc(COc2ccc(/C=N/O)cc2)o1	6	35	1	-44	3	1	9	13	0.1	42
CC(=O)Nc1ccc2c(c1)nc(CN1CCCC1)n2C	-19	8	-5	-9	-2	-2	3	6	0.0	-4
COC(=O)c1cncc(O)c1	-17	22	·	-14	4	3	2	-1	0.0	21
COc1ccc(OC)c(CN(CCN2CCOCC2)C(=O)Nc2cccc(Cl)c2)c1	-12	7	1	17	0	-1	8	1	0.6	-5
CC(=O)c1sc(NC(=O)c2cc(-c3ccccc3)nn2-c2ccccc2)nc1C	7	27	-3	-24	3	1	8	4	-0.4	-6
CN(CCOc1ccccc1)CC(O)COCc1ccccc1F (stereo unspecified)	-9	3	-2	14	7	0	2	-4	-0.2	-2
CCOC(=O)N1CCN(C(=O)c2ccc(CS(=O)(=O)c3ccccc3OC)o2)CC1	5	1	-2	26	-2	-2	-4	-2	0.0	1
CCSc1nnc(CSc2ncccn2)n1C	-11	10	1	-15	3	-5	11	-2	0.5	-16
CCOCC(=O)Nc1ccc([N+](=O)[O-])cc1Cl	-7	19	-1	4	-1	1	0	0	0.0	-2
CCOC(=O)c1ccc(NC(=S)N2CCCC(C(=O)OCC)C2)cc1 (stereo unspecified)	-32	3	-1	15	6	1	4	11	-0.3	5
CC(C(O)C12CC3CC(CC(C3)C1)C2)N1CCCCC1 (stereo unspecified)	-9	15	·	-3	6	3	-6	-13	-0.1	10

Compound profiles (already shown):
`CC(=O)c1sc(NC(=O)c2cc(-c3ccccc3)nn2-c2ccccc2)nc1C` is listed as KLF5 inhibitor = 7; AI-2 QS modul = 27; GSK3A inh = -3; aSyn UTR inh = -24; HSP90 inh = 3; GSK3beta inhib = 1; IEC-6 cytotox = 8; HSF1 inhib = 4; HIF act = -0.4; HSF1 activator = -6
`CN(CCOc1ccccc1)CC(O)COCc1ccccc1F` (stereo unspecified) is listed as KLF5 inhibitor = -9; AI-2 QS modul = 3; GSK3A inh = -2; aSyn UTR inh = 14; HSP90 inh = 7; GSK3beta inhib = 0; IEC-6 cytotox = 2; HSF1 inhib = -4; HIF act = -0.2; HSF1 activator = -2

Other structures follow.
smiles	KLF5 inhibitor	AI-2 QS modul	GSK3A inh	aSyn UTR inh	HSP90 inh	GSK3beta inhib	IEC-6 cytotox	HSF1 inhib	HIF act	HSF1 activator
CCn1c(CSc2nc3ccccc3s2)nnc1SCC(=O)c1ccc(O)cc1O	-4	2	-1	28	-2	4	-4	-4	-0.4	20
CC1=NOC(=O)/C1=C/c1ccc(O)c(Cl)c1	-26	22	0	-20	0	2	-4	1	-0.5	10
O=C(CN1CCOCC1)Nc1ccc(S(=O)(=O)N2CCCCCC2)cc1	-5	1	-2	·	-1	-1	1	·	·	·
COc1ccc(C(=O)NCC(=O)OCC(=O)N2N=C(c3ccc(Cl)cc3)CC2c2ccco2)cc1OC (stereo unspecified)	8	10	-2	25	-1	-1	2	3	0.1	-20
CCn1c(/C=C/Nc2ccccc2)[n+](CC)c2cc(Cl)c(Cl)cc21	-8	21	21	-19	6	0	-3	3	0.1	22
CC(OC(=O)Cc1n[nH]c(=O)c2ccccc12)C(=O)Nc1cccc([N+](=O)[O-])c1 (stereo unspecified)	-15	1	0	-2	1	2	-6	-2	-1.1	9
S=C(NC1CCCCC1)NN1CCOCC1	7	1	-1	6	1	0	-8	-6	-0.2	-12
O=C(CCS(=O)(=O)Cc1ccccc1F)NCCCN1CCCCC1	-11	5	-5	8	1	-4	-1	-2	-0.2	-14
O=C(NCCn1ccc2ccccc21)c1cccc([N+](=O)[O-])c1	-37	17	-2	-22	0	4	-2	9	0.5	13
Cc1cc(C)n2nc(-c3ccccc3)c(-c3ccccc3)c2n1	-37	7	-1	13	4	2	3	-6	-0.3	7
CC(=N[C@@H]1CCCC[C@H]1N=C(C)c1ccccc1O)c1ccccc1O	-11	4	1	17	0	0	5	-7	-0.3	-11
CCc1ccc(-c2cc(C)no2)cc1S(=O)(=O)N1CCN(c2ccc(C(C)=O)cc2)CC1	-18	5	-3	3	3	-1	-1	0	-0.2	5
COc1ccc([N+](=O)[O-])cc1Nc1c2ccccc2nc2ccccc12	66*	-2	2	77*	-2	0	79*	-9	0.8	-15
Cc1ccc(C2=NS(=O)(=O)N(C)C(C(=O)NCc3ccccc3)=C2)cc1	2	19	-4	-10	1	-3	18	15	0.5	22
Cc1cc(NC(=O)c2cc3ccccc3o2)ccc1NC(=O)c1ccccc1	-46	8	-1	-37	-1	3	-1	-6	-0.3	-9
Cc1cc(C)n2nc(SCC(=O)c3c(N)n(CC(C)C)c(=O)n(C)c3=O)nc2n1	-1	26	0	10	0	4	-6	-4	0.4	-10
Cc1cnc(NC(=O)CSc2nnc(C)s2)s1	-39	28	-2	-24	-3	3	-2	5	0.0	7
Fc1ccc(CSc2ccc3nnc(-c4cccnc4)n3n2)cc1	-13	26	-12	20	-1	-4	2	2	-0.3	29
Cc1cc(N2C(=O)C=CC2=O)c([N+](=O)[O-])cc1C	-22	?	0	21	-4	0	5	-3	-0.3	2
Cc1ccc(OC(=O)CCC(=O)Nc2ccc(C(N)=O)cc2)cc1	·	-5	-3	-7	·	0	·	-4	-0.1	3
C=CCc1cccc(/C=N/c2ncn[nH]2)c1O	-11	30	0	-11	-3	1	-3	-7	-0.8	-8
O=C(c1ccc([N+](=O)[O-])c(CS(=O)(=O)c2ccc(Cl)cc2)c1)N1CCCCC1	-33	11	-1	24	2	0	-8	-8	-0.1	-2
Cc1ccccc1C(=O)Nc1ccc2c(c1)C(=O)NC2=O	-33	21	-2	-47	3	0	1	-3	0.1	4
